Bioassay records (PubChem BioAssay)
HUVEC inhibit: inhibitors of HUVEC proliferation, primary screen, cell-based, 384-well; 1.1% of 86,000 active; viability, % at 10 µM (by protocol); CellTiter-Glo luminescence, 72 h; hits give low values; AID 648, 2007;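 active = viability at or below 30%; inactive = viability above 30%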;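 also: 100% = median luminescence of DMSO-only cell control wells on each plate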
ERa coact pot: enhancers of ERα–SRC-1 coactivator binding, primary screen, biochemical, TR-FRET, ERα LBD, low estradiol; TR-FRET ERalpha-LBD/SRC-Cy5 coactivator binding, 2 h; 100 = basal binding, no effect; coactivator binding (% of control), % at 25.6 µM; 1.3% of 86,000 active; in the data active = activity above about 200%;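 also: binding measured in presence of low estradiol as agonist stimulus; 0% = peptide alone without receptor and 100% = receptor with peptide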
ERb SRC1 inh: inhibitors of ERβ-SRC1 coactivator interaction, primary screen, biochemical, TR-FRET, ERβ LBD, SRC-1 peptide | Estrogen receptor beta (Homo sapiens), Q92731 | TR-FRET ER-beta LBD / SRC1-Cy5 peptide binding; receptor agonist-loaded with 1 µM estradiol | inhibition, % at 25.6 µM | 1.3% of 86,000 active | AID 633, 2007;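 active = compounds whose percent inhibition of the receptor-coactivator binding signal exceeds about 50% in the single-dose screen, limit read from the data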;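 also: 0% = receptor plus peptide wells without compound and 100% = peptide-only wells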
Target sequence (Q92731 whole entry, looked up, the tested form may be a part): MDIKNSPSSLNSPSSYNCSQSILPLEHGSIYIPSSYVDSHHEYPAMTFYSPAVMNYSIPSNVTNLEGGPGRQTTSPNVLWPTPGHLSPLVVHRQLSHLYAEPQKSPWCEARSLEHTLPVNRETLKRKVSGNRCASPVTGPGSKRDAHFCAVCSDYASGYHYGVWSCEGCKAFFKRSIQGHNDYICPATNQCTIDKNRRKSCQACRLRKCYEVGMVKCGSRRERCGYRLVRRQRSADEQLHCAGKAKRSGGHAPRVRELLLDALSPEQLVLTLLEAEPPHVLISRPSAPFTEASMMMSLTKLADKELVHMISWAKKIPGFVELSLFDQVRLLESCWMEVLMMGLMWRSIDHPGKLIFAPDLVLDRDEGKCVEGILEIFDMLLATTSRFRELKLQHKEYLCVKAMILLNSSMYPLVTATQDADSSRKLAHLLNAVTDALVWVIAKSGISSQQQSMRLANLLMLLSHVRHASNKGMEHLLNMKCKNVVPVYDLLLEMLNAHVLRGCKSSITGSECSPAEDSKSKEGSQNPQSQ
ERa coact inh: ERα–SRC-1 coactivator interaction inhibitors, primary screen, biochemical, TR-FRET, ERα LBD, estradiol-bound. 1.7% of 86,000 active. inhibition, % at 25.6 µM. Estrogen receptor (Homo sapiens), P03372. TR-FRET ER-alpha LBD / SRC-1 peptide; in the data active = inhibition above about 50%;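 also: 0% = receptor plus peptide control and 100% = peptide only without receptor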
Smad3 FoxH1 inh: Smad3/FoxH1 peptide binding inhibitors, primary screen, biochemical, TR-FRET; inhibition, % at 25 µM; 0.29% of 88,000 active; TR-FRET Smad3/Dy647-FoxH1 peptide binding, europium anti-His; Mothers against decapentaplegic homolog 3 (Homo sapiens), P84022; AID 630, 2007;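 active = compounds that reduce the energy-transfer binding signal between the protein and its labelled peptide by more than half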;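 also: 0% = Smad3 plus labelled peptide maximal FRET and 100% = peptide-only background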
sEH act: soluble epoxide hydrolase activators, primary screen, biochemical, human sEH; AID 717, 2007; purified human sEH enzymatic activity, activator screen; 0.04% of 91,000 active; activation, % at 2 µM; in the data active = activation above about 37%; also: values of inactives mirror those of a sister screen read the other way
Target sequence (P34913 whole entry, looked up): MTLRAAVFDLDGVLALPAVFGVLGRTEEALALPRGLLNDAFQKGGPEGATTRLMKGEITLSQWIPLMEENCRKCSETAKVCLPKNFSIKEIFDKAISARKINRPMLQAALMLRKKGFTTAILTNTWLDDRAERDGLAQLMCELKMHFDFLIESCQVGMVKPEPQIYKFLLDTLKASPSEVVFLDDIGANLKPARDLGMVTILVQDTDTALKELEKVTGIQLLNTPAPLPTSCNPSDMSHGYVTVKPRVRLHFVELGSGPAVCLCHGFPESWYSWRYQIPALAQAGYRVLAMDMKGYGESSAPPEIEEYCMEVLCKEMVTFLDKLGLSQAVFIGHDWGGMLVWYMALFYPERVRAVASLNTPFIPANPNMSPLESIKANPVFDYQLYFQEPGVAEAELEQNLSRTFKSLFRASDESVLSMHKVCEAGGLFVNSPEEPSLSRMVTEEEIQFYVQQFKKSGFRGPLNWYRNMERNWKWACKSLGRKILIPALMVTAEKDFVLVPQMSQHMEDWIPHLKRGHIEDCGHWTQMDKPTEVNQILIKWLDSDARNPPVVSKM
Fibroblast inh: antiproliferative effect on LL 47 fibroblasts – human, LL 47 cells, CellTiter-Glo luminescence, primary screen | LL 47 human lung fibroblast viability, ATP luminescence; hits give low values | viability, % at 10 µM | 1.1% of 85,000 active;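 active = viability at or below 50% in the single dose screen; inactive = viability above 50%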;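 also: compound exposure lasted 72 h before the ATP readout; 100% = median luminescence of untreated cell-only wells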
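Benchmarks: Cell-only wells, no compound | Test system: LL 47 human lung fibroblasts, passage 12 or lower | Input: 1,150 cells/well | Measured by: CellTiter-Glo luminescence measuring cellular ATP | Medium: IMEM, 15% FBS supplement | Schedule: Overnight attachment after seeding, then 72 h compound exposure at 37 °C | Doses: Compound addition at 0.1% DMSO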
H69AR growth 86K: proliferation blockers of H69AR lung cancer cells, primary screen, cell-based, human, 86K library; H69AR lung tumor viability, ATP luminescence, 72 h; hits give low values; viability, % at 10 µM; 6% of 85,000 active;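 active = viability at or below 40%; inactive = viability above 40%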;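 also: multidrug resistant small cell line overexpressing MRP-1 efflux transporter; 100% = mean luminescence of untreated control wells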
Candida biofilm: clotrimazole potentiators killing Candida biofilms, primary screen, with clotrimazole, Alamar Blue; C. albicans biofilm + clotrimazole; inhibition, % at 6 µM; 0.14% of 85,000 active;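 active = inhibition above 20%; inactive = inhibition below 20%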;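 also: preformed 24 hr biofilms exposed to compound for 48 hr; 0% = biofilm without compound and 100% = blank killed by clotrimazole plus chlorhexidine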
Numbers without * were called inactive; · = not tested or not shown; [ ] = another dose, or the depositor's remark. The list is partial. The share of hits here may be higher or lower than overall.

SMILES	HUVEC inhibit	ERa coact pot	ERb SRC1 inh	ERa coact inh	Smad3 FoxH1 inh	sEH act	Fibroblast inh	H69AR growth 86K	Candida biofilm
O=C(CN1CCN(c2ccccc2)CC1)Nc1ccc(Oc2ccccc2)cc1	113	103	-6	1	-6	-11	98	98	7
Cc1ccc(Cn2ccc(NC(=O)c3cc(-c4ccc(F)cc4)on3)n2)cc1	82	101	-2	3	-1	·	98	101	-2
CN1CCc2nc(SCC(=O)Nc3ccc(Cl)cc3)c(C#N)cc2C1	94	97	6	6	-7	2	98	82	5
CCNc1nc(Oc2ccc(=O)n(-c3ccccc3)n2)nc(N2CCOCC2)n1	93	129	-2	-20	-2	14	102	48	7
COc1ccc(OC)c(C2=C[N+](=O)C(C)(C)C(C)(C)N2[O-])c1	95	104	8[fluorescence artefact?]	10	-5	2	87	100	-2
CCOc1nc(Nc2ccc(F)cc2)nc(N2CCN(c3ccc(OC)cc3)CC2)n1	105	106	-2	2	4	13	98	92	4
CC12CN3CC(C)(CN(C1)C3c1ccc3ccccc3c1O)C2=O (stereo not drawn)	99	104	-4	-5	5	28	95	101	4
Cc1ccc(-c2nnn(CC(=O)N(Cc3ccccc3)C(C(=O)NC3CCCC3)c3ccncc3)n2)o1 (stereo not drawn)	94	114	1	-8	0	20	94	87	5
COCC(=O)Nc1nnc(C2CCCCC2)s1	96	111	-9	-11	2	0	101	98	6
Cc1ccc(N=Nc2c(C)[nH][nH]c2=O)c(C)c1	13*	90[fluorescence artefact?]	-7[fluorescence artefact?]	-17[fluorescence artefact?]	-17	3	91	24*	1
COCCN(Cc1ccccc1)P(=O)(O)c1ccccc1OCC(=O)O	100	262*[fluorescence artefact?]	-1	1	-6	-5	102	94	4
Cc1cccc(N(C2C=CS(=O)(=O)C2)S(=O)(=O)c2ccccc2)c1 (stereo not drawn)	94	112	17	24	-21	-5	92	77	10
CCc1ccc(O)c(N=Cc2ccccc2O)c1	76	106	-3[fluorescence artefact?]	2[fluorescence artefact?]	4	8	97	59	7
Cc1nc(N2CCOCC2)c2oc3ccccc3c2n1	71	98	-4	-4	3	13	71	59	4
CN1CCN(C(=O)C2C3C=CC(C3)C2C(=O)O)CC1 (stereo not drawn)	99	126	0	-5	-2	4	103	81	-6
O=c1cc(CSc2nnnn2-c2ccccc2)nc(Nc2ccc(F)cc2)[nH]1	89	373*	32	53*	2	-6	99	88	-1
Cc1ccc(SCc2cc(=O)[nH]c(N3CCN(Cc4ccc5c(c4)OCO5)CC3)n2)cc1	64	86	26	-13	-7	3	95	60	4
CCn1c(SCC(=O)c2ccccc2)nnc1-c1cc2cc(Br)ccc2o1	95	111	22	35	2	3	97	79	7
CC(=O)NC(Cc1c[nH]c2ccccc12)C(=O)OCC(=O)Nc1ccc2c(c1)OCO2 (stereo not drawn)	83	106	-2	1	2	·	93	13*	2
CCOc1ccc(NS(=O)(=O)c2ccc(SC)cc2)cc1	109	93	-4	-1	3	4	·	101	6
Cc1ccc2nc(NC(=O)CN3CCOCC3)sc2c1	106	115	3	-1[fluorescence artefact?]	-7	-9	103	100	3
Cc1c(NC(=O)N2CCCCCC2)c(=O)n(-c2ccccc2)n1C	98	121[fluorescence artefact?]	-7[fluorescence artefact?]	-2[fluorescence artefact?]	-2	-2	108	94	5
CC1CC(C)CN(C(=O)CSc2nnc(CSc3ncccn3)n2C)C1 (stereo not drawn)	100	105	-11	-8	-3	-7	99	97	4
Cc1cc(C)c(NC(=O)c2cc3c(nc4sccn43)s2)c(C)c1	97	34[fluorescence artefact?]	55*[fluorescence artefact?]	86*[fluorescence artefact?]	-8	1	98	91	-4

Whole records as entered above. Screens in order: HUVEC inhibit, ERa coact pot, ERb SRC1 inh, ERa coact inh, Smad3 FoxH1 inh, sEH act, Fibroblast inh, H69AR growth 86K, Candida biofilm
Listed for Cc1ccc2nc(NC(=O)CN3CCOCC3)sc2c1 = 106, 115, 3, -1[fluorescence artefact?], -7, -9, 103, 100, 3
Listed for Cc1c(NC(=O)N2CCCCCC2)c(=O)n(-c2ccccc2)n1C = 98, 121[fluorescence artefact?], -7[fluorescence artefact?], -2[fluorescence artefact?], -2, -2, 108, 94, 5
Listed for O=c1cc(CSc2nnnn2-c2ccccc2)nc(Nc2ccc(F)cc2)[nH]1 = 89, 373*, 32, 53*, 2, -6, 99, 88, -1
Listed for Cc1nc(N2CCOCC2)c2oc3ccccc3c2n1 = 71, 98, -4, -4, 3, 13, 71, 59, 4

Continuation.
SMILES	HUVEC inhibit	ERa coact pot	ERb SRC1 inh	ERa coact inh	Smad3 FoxH1 inh	sEH act	Fibroblast inh	H69AR growth 86K	Candida biofilm
CCCC(=O)OCCNC(=O)c1cc2ccccc2oc1=O	93	92[fluorescence artefact?]	-2[fluorescence artefact?]	11[fluorescence artefact?]	5	-8	105	99	2
CC(C)N=C(NC#N)SCc1ccc(Br)cc1	103	104	-6	-3	0	·	100	98	5
Cn1c(C(=O)N2CCCC(C(=O)NCCc3ccccc3)C2)cc2sccc21 (stereo not drawn)	85	128	1[fluorescence artefact?]	-6	-2	-44	101	46	2
COc1ccccc1-c1nc(-c2ccc(Br)o2)no1	110	93	17[fluorescence artefact?]	11[fluorescence artefact?]	-10	·	92	65	2
COc1ccc(Nc2nc(C)cc(C)c2C#N)cc1	84	112	-4	-7	2	18	92	95	4
COc1ccc(OC)c(NC(=O)CCN2CCCC(C)C2)c1 (stereo not drawn)	92	85[fluorescence artefact?]	11	0	0	7	100	89	1
O=C(CSc1nnnn1-c1ccccc1)Nc1nsc(-c2ccc(Cl)cc2)n1	75	141[fluorescence artefact?]	39	73*	-29	·	107	86	5
CCOC(=O)C1CCN(C(=O)c2cc(S(=O)(=O)N3CCOCC3)c(Cl)cc2Cl)CC1	94	105	-1	-8[fluorescence artefact?]	-1	-12	96	79	9
CCCCS(=O)(=O)N1CN(S(=O)(=O)CCCC)C2NC(=O)NC21 (stereo not drawn)	107	117	-8[fluorescence artefact?]	-1	10	-8	92	102	10
CC1Cc2ccccc2N1C(=O)CSc1nnnn1C(C)C (stereo not drawn)	96	106	-8	-14	-21	3	99	79	7
COc1ccc(N(CC(O)CN2C(=O)NC(C)(C)C2=O)S(=O)(=O)c2ccc(C)cc2)cc1 (stereo not drawn)	91	97	2	-2	4	6	98	88	2
CCCCS/C(N)=N/N=C/c1ccccc1O	97	97	-22	-2	9	0	105	99	4
CCC(C)NS(=O)(=O)c1ccc(OCC(=O)N2CCC(C)CC2)cc1 (stereo not drawn)	96	96	-26	-18	6	-8	95	92	5
COc1cc(CSc2ncn[nH]2)c(OC)cc1CSc1ncn[nH]1	85	109	-17[fluorescence artefact?]	-21	-2	18	99	98	3
N#Cc1nc(COc2cccc(Cl)c2)oc1NCc1ccncc1	74	102	-6[fluorescence artefact?]	-8[fluorescence artefact?]	10[fluorescence artefact?]	-18	83	63	-4
Cc1occc1-c1nnc(SCC(=O)c2ccc(Cl)cc2)n1C	97	112[fluorescence artefact?]	8[fluorescence artefact?]	17[fluorescence artefact?]	6	0	106	92	7
O=C(COc1ccccc1)N/N=C/c1cc2c(cc1[N+](=O)[O-])OCO2	91	82	8	8	28[fluorescence artefact?]	-26	109	93	3
CC1CCCCN1CCCNC(=O)c1ccc2c(=O)n(CCc3ccccc3)c(=O)[nH]c2c1 (stereo not drawn)	71	103	-12	0	-8	-18	91	94	-6
N#CC1=C(N)Oc2cc3c(cc2C1c1ccc(Cl)cc1)OCO3 (stereo not drawn)	68	63[fluorescence artefact?]	1	1	-6	-5	83	100	6
Nc1nc(-c2ccco2)nn1C(=O)c1ccccc1	97	95	18[fluorescence artefact?]	-4[fluorescence artefact?]	-13	-8	96	96	2
Cn1cc(CNC(=O)c2sc3cccc(Cl)c3c2Cl)cn1	93	104[fluorescence artefact?]	-8	-10	9	-8	97	96	8
O=C(CCn1c(=O)oc2ccccc21)N1CCN(c2ccccc2F)CC1	99	130[fluorescence artefact?]	-1	3	3	·	92	94	2
O=C1c2ccccc2C(=O)N1CC1CCCO1 (stereo not drawn)	86	110	-9	-8	7	-2	97	95	8
Cc1cc(-c2ccco2)n(CC(=O)NCCN(C)C)n1	98	129	-9	-5	0	·	104	93	8
O=C1c2ccccc2C(=O)N1CCSc1ncn[nH]1	105	111	1	-6	-6	-13	96	100	2
O=c1cc(C(F)(F)F)oc2c1ccc1ccccc12	100	105	-7	-2	-1	16	97	96	-4
COC(=O)c1sc2cnccc2c1N	89	127	-13[fluorescence artefact?]	4	-1	16	105	91	6
CCCC(c1nnnn1CS(=O)(=O)c1ccc(C)cc1)N1CCN(c2ccccc2)CC1 (stereo not drawn)	83	126	-3	-1	10[fluorescence artefact?]	2	98	104	6
CC(NC(=O)Cn1cnc2c1c(=O)n(C)c(=O)n2C)c1ccccc1 (stereo not drawn)	88	93	-1[fluorescence artefact?]	-1[fluorescence artefact?]	-5	8	98	94	5
Cc1c(C(=O)NCc2cccnc2)oc2ccc(S(=O)(=O)N3CCCC(C)C3)cc12 (stereo not drawn)	76	103	-6	-2	0	·	86	84	4
C=CCc1cccc2cc(C(=O)N(CC)CC)c(=O)oc12	102	129	-8	-4	2	-6	98	96	5
CCOC(=O)c1cc(CC)sc1NC(=O)C1CC1	100	96	0[fluorescence artefact?]	5[fluorescence artefact?]	13	-6	82	76	8
CCOc1ccc(-c2nnn(CCC(=O)O)n2)cc1OC	91	97	1	-18[fluorescence artefact?]	-4[fluorescence artefact?]	1	100	93	9
CN(CC(=O)NCCc1ccc(Cl)cc1)S(=O)(=O)c1ccc2c(c1)c(=O)n(C)c(=O)n2C	99	105	-6	-3	0	5	91	87	13
Cc1noc(C)c1CSc1nnc2scc(-c3ccc(Cl)cc3)n12	101	106	-6	22	6	-29	97	68	9
COc1ccc(S(=O)(=O)C(C#N)c2nc3ccccc3nc2N2CCC(C)CC2)cc1 (stereo not drawn)	69	56	-21	-19	8	·	101	94	12
COc1ccc(CN2CCCCCC2)c(C)c1C	90	106	-7	-3	5	-12	93	78	0
Cc1cc(C)cc(NC(=O)Cn2c(=O)oc3cc(S(=O)(=O)N4CCC(C)CC4)ccc32)c1	86	26	54*[fluorescence artefact?]	89*[fluorescence artefact?]	-7	-1	96	80	12
CCS(=O)(=O)NCC(c1cccnc1)N1CCN(c2ccccc2OC)CC1 (stereo not drawn)	102	122	-3	-5	8	·	95	105	17
COc1ccc(C2=NOC(C(=O)NCCCn3ccnc3)C2)cc1 (stereo not drawn)	99	109	1	-4	7	-9	92	92	7
O=C(CSc1nnc(-c2cc3ccccc3cc2O)n1Cc1ccco1)N1CCc2ccccc2C1	68	86	8	-4	4	5	87	92	-4
COC(=O)CSc1nnc(-c2cccnc2)o1	95	106	-9	-9	9	4	98	88	-1
COCCOC(=O)c1[nH]c2c(c1C)C(=O)CC(c1ccc(F)cc1)C2 (stereo not drawn)	59	122[fluorescence artefact?]	-7[fluorescence artefact?]	2	-4	8	86	25*	8
CNC(=O)Nc1ccccc1NC(=O)NC	103	84	0	-6	-6	4	93	86	11
COc1ccccc1NC(=O)C1=C(C)Nc2nc(-c3cccs3)nn2C1c1cccnc1 (stereo not drawn)	93	94	-1	5	1	-2	91	51	5
